RGS8-Gao: RGS8-Galphao binding modulators, primary screen, biochemical, multiplexed bead flow cytometry; response (percent of control binding), % at 10 µM; actives lie on both sides; Guanine nucleotide-binding protein G(o) subunit alpha (Homo sapiens), P09471; AID 1423, 2008; 220,000 tested, 0.34% active; in the data active = response below about 60% or above about 140%; inactive = in between;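 also: Galphao activated as the GDP aluminium fluoride complex binding bead-coupled RGS8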
Target sequence (P09471 whole entry, looked up): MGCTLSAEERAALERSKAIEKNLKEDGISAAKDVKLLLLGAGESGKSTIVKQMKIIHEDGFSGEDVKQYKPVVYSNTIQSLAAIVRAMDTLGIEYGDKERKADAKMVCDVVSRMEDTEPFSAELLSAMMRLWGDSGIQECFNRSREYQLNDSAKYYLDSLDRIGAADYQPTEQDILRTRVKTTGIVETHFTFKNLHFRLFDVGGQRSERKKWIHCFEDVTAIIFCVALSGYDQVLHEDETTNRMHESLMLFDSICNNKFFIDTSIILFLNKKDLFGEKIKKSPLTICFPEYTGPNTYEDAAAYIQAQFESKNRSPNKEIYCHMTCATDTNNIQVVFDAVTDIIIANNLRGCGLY
RGS7-Gao reg: RGS7-Galphao binding modulators, primary screen, biochemical, multiplexed bead flow cytometry; actives lie on both sides; binding response (% of control), % at 10 µM; 220,000 tested, 0.35% active; in the data active = binding response below about 49% or above about 150%;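 also: fluorescent Galphao held in activated GDP-AlF4 state binding bead-coupled RGS7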
Bim-Bfl-1: inhibitors of Bim binding to Bfl-1, primary screen, biochemical, multiplexed, bead-based flow cytometry | Bim-Bfl-1 binding inhibition | inhibition, % at 10 µM | 190,000 tested, 0.12% active;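 also: 0% = wells without compound plus tracer and 100% = blocker peptide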
Bim-Bcl-XL: inhibitors of Bim-Bcl-XL binding, primary screen, biochemical, multiplexed, bead flow cytometry, human Bcl-XL. Bcl-2-like protein 1 (Homo sapiens), Q07817. Bim peptide-Bcl-XL binding, fluorescence. inhibition, % at 10 µM. 190,000 tested, 0.04% active
Target sequence (Q07817 whole entry, looked up): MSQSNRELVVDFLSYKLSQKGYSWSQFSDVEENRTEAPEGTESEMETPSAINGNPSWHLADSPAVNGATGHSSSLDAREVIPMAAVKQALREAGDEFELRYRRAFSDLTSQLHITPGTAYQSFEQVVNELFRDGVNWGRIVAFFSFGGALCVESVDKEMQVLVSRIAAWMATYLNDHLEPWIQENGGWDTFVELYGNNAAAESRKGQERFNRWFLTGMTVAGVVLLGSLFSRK
Bcl-B Bim block: inhibitors of Bim-Bcl-B binding, primary screen, biochemical, multiplexed, human Bcl-2 family | Bcl-2-like protein 10 (Homo sapiens), Q9HD36 | bead-based flow cytometry, Bim peptide-Bcl-B binding | inhibition, % at 10 µM | 190,000 tested, 0.073% active | AID 951, 2007;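 also: 0% = tracer peptide without compound and 100% = reference inhibitor peptide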
Target sequence (Q9HD36 whole entry, looked up): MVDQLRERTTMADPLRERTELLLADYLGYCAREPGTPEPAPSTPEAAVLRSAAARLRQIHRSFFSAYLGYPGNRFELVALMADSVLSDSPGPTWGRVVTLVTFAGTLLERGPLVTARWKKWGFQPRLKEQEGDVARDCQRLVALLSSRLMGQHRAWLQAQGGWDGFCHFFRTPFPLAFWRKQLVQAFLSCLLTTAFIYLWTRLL
Bcl-2 Bim block: inhibitors of Bim-Bcl-2 binding, primary screen, biochemical, multiplexed, human Bcl-2 family; AID 950, 2007; Apoptosis regulator Bcl-2 (Homo sapiens), P10415; 190,000 tested, 0.06% active; inhibition, % at 10 µM; Bead-based flow cytometry, Bim peptide-Bcl-2 binding; in the data active = inhibition above about 40%;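 also: 0% = no compound wells with probe peptide and 100% = reference peptide inhibitor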
RGS4-Gao reg: modulators of RGS4 binding to Galphao, primary screen, biochemical, multiplexed bead flow cytometry | Guanine nucleotide-binding protein G(o) subunit alpha (Homo sapiens), P09471 | actives lie on both sides | binding response (% of control), % at 10 µM | 220,000 tested, 0.33% active; in the data active = binding response below about 49% or above about 150%; inactive = in between;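 also: fluorescent Galphao activated with aluminum fluoride binding bead-coupled RGS4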
ABCG2 block: ABCG2 efflux pump inhibitors, primary screen, multiplex with ABCB1, IgMXP3 cells, flow cytometry. Broad substrate specificity ATP-binding cassette transporter ABCG2 (Homo sapiens), Q9UNQ0. JC-1 efflux. inhibition, % at 6.6 µM. 190,000 tested, 0.1% active;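 active = inhibition above 80%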;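 also: 0% = DMSO and 100% = nicardipine control wells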
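Times: 10 min at 25 °C | Test system: Two drug-resistant human cell lines, ABCG2 and ABCB1 | Quantity: 3 million cells/mL final, two lines in 1:1 ratio | Signal: Flow cytometry, 530 nm JC-1 signal | Dosing: Compound at 6.6 µM | Controls: Nicardipine and DMSO wells | Reagent: JC-1 as fluorescent efflux pump substrate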
ABCB1 inh: ABCB1 efflux pump inhibitors, primary screen, cell-based, multiplex, flow cytometry, ABCG2 counter-screen; ATP-dependent translocase ABCB1 (Homo sapiens), P08183; 190,000 tested, 0.067% active; AID 1326, 2008; CCRF-Adr cells, JC-1 efflux; inhibition, % at 6.6 µM; in the data active = inhibition above about 40%;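 also: 0% = vehicle and 100% = reference inhibitor; higher value means more JC-1 retained so stronger ABCB1 efflux block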
GSH bead fluor: compound fluorescence on glutathione beads, profiling panel, artefact control, biophysical, 488/530 nm, flow cytometry | GSH beads flow cytometry, compound fluorescence 488/530 nm; active compounds read high | fluorescence (KMESF) at 10 µM | 190,000 tested, 0.25% active; in the data active = fluorescence above about 89;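 also: glutathione beads carrying GST-tagged Bcl family fusion proteins plus one bare bead set; values are compound well signal with DMSO vehicle wells as background; inactives centre near 16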
Bcl-W Bim block: inhibitors of Bim binding to Bcl-W, primary screen, biochemical, multiplexed, bead-based flow cytometry | Bcl-2-like protein 2 (Homo sapiens), Q92843 | Bim peptide-Bcl-W binding | inhibition, % at 10 µM | 190,000 tested, 0.02% active | AID 952, 2007;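 also: 0% = bound tracer without compound and 100% = peptide blocker; higher means less fluorescent Bim peptide bound to Bcl-W beads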
Target sequence (Q92843 whole entry, looked up): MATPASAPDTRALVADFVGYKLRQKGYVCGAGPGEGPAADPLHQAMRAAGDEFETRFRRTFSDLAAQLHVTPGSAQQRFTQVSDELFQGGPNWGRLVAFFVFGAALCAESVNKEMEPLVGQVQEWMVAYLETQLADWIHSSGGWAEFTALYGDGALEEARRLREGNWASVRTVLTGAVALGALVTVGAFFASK
Starred values were filed as active, the others as inactive. Rule as the data show it, unless noted: active = inhibition above about 40%. The order is random; about 1.1% have a hit in one of these screens.

SMILES	RGS8-Gao	RGS7-Gao reg	Bim-Bfl-1	Bim-Bcl-XL	Bcl-B Bim block	Bcl-2 Bim block	RGS4-Gao reg	ABCG2 block	ABCB1 inh	GSH bead fluor	Bcl-W Bim block
CCCCC1CCC(c2nc(-c3cccnc3)no2)CC1 (stereo not given)	102.8	105.5	-1.0	-1.0	-3.0	-2.0	108.7	3.2	0.9	6	0.0
CCCn1c(O)c(N=NC(=O)c2ccco2)c2ccccc21	101.8	103.1	0.0	0.0	-3.0	1.0	99.9	27.5	3.4	19	1.0
Cc1ccc(O)c(NC(=O)c2cccc(S(=O)(=O)N3CCCCC3)c2)c1	99.7	99.6	-2.0	-3.0	-8.0	-4.0	99.7	3.4	1.3	21	-1.0
Cc1cccc(CCNC(=O)C2CCN(S(=O)(=O)c3cccc4nsnc34)CC2)c1	102.8	101.2	-9.0	2.0	-7.0	-9.0	105.3	3.1	1.2	33	2.0
O=[N+]([O-])c1cccc(/C=N/NC2=NCCCCC2)c1	107.5	106.7	-3.0	-5.0	0.0	-5.0	107.4	0.0	-0.3	18	-1.0
O=C(N/N=C/C=C/c1ccco1)c1ccccc1Cl	99.0	103.5	4.0	2.0	0.0	6.0	103.1	6.2	2.8	12	2.0
COc1ccc(/C=N/N2CCN(C)CC2)cc1O	104.0	102.8	-5.0	-4.0	-4.0	-7.0	105.8	2.2	0.4	38	-2.0
O=C(NCc1ccccc1)c1ccc2c(=O)n(CC3CCCO3)c(=S)[nH]c2c1 (stereo not given)	99.1	98.5	-3.0	-3.0	-6.0	0.0	97.3	4.9	0.7	24	-4.0
O=C(CCNS(=O)(=O)c1ccc(Br)s1)NCc1ccc2c(c1)OCO2	98.5	101.4	-1.0	0.0	-3.0	-3.0	100.5	0.5	-0.9	70	-2.0
Brc1cnc(N2CCCC2)nc1N1CCOCC1	105.8	113.0	0.0	1.0	-3.0	-1.0	109.9	4.5	0.6	20	0.0
Clc1cccc(N/N=C(\Cc2nc3ccccc3[nH]2)c2ccccc2)c1	102.5	100.2	-12.0	-11.0	-14.0	-9.0	104.2	16.6	1.0	16	-6.0
Cc1cc(C)cc(OCC(=O)Nc2nc3ccc([N+](=O)[O-])cc3s2)c1	103.1	103.2	-6.0	-2.0	0.0	-6.0	97.8	2.6	0.4	55	0.0
C=CCN(CC=C)CCCOc1ccc(C)cc1OC	99.5	102.0	1.0	0.0	4.0	0.0	97.6	0.2	-0.6	15	2.0
COC(=O)Cn1cnc2sc(C)c(S(=O)(=O)N3CCN(c4ccccc4OC)CC3)c2c1=O	97.9	98.6	-21.0	-10.0	-11.0	-8.0	94.0	8.3	9.0	31	-4.0
CSc1ccc(C(=O)C2CCCN(C(=O)c3cc4cc(F)ccc4[nH]3)C2)cc1 (stereo not given)	98.5	100.7	-4.0	-5.0	-7.0	-4.0	100.5	3.4	0.3	10	-1.0
COc1ccc(/C=N/c2c(-c3ccco3)nc3ccccn23)cc1OC	97.0	94.4	-2.0	-4.0	-1.0	0.0	99.7	22.2	1.9	34	3.0
O=C(Nc1ccc2nn(-c3ccccc3)nc2c1)c1ccc(Br)o1	100.2	98.3	-1.0	-9.0	-6.0	-8.0	99.3	-1.6	-0.3	19	-11.0
CSCCC1(C(=O)O)NC(c2ccccc2O)C2C(=O)N(C(C)C)C(=O)C21 (stereo not given)	103.0	100.9	-5.0	-1.0	-2.0	-4.0	102.2	1.8	0.9	27	-1.0
CCCCC1(C)OC(=O)C(=Cc2ccc(N(CC)CC)cc2)C(=O)O1 (stereo not given)	104.0	99.7	0.0	-2.0	-1.0	0.0	100.9	1.8	1.1	22	-3.0
Cc1noc(C)c1COC(=O)CCC(=O)c1ccc(F)cc1	99.7	101.0	-19.0	-6.0	-9.0	-10.0	99.7	11.1	0.7	24	-4.0
CCCN(CCC)C(=O)Cn1c(=O)n(CCCCC(=O)NCc2ccco2)c(=O)c2ccccc21	92.1	82.5	1.0	3.0	1.0	0.0	88.3	3.1	1.3	41	0.0
O=C(Cn1c(=O)n(CCCC(=O)NC2CCCC2)c(=O)c2ccccc21)NCCC1=CCCCC1	101.9	102.1	-14.0	-1.0	-7.0	-8.0	100.8	1.3	0.7	32	1.0
O=C(O)CCC(=O)N1CCN(c2nc3ccccc3s2)CC1	100.5	100.2	0.0	5.0	0.0	0.0	100.1	1.5	0.6	17	1.0
CCCC(=O)N1CCCC(c2nc(-c3cccc(OC)c3)no2)C1 (stereo not given)	101.3	94.2	-6.0	-1.0	-5.0	-1.0	101.1	16.4	0.6	19	-2.0
COc1cc(-c2[nH]nc3c2C(c2ccco2)C(C#N)=C(N)O3)cc(OC)c1OC (stereo not given)	100.9	97.6	-2.0	-1.0	-3.0	-5.0	97.5	-0.9	-0.2	5	0.0
CC(=O)Oc1c(-c2ccco2)oc2ccccc2c1=O	99.4	92.0	7.0	-2.0	1.0	1.0	97.7	17.6	-0.2	10	-4.0
CC(C)(C)NC(=O)C(c1cccs1)N(C(=O)c1csnn1)c1ccccc1F (stereo not given)	103.5	102.9	-6.0	-7.0	-4.0	-4.0	101.4	1.0	0.4	17	-1.0
Cc1cc(NS(=O)(=O)c2ccc(NC(=S)NC(=O)c3ccc(F)cc3Cl)cc2)no1	94.1	85.5	-13.0	-9.0	-6.0	-2.0	86.3	-0.4	-0.4	12	-4.0
Cc1ccc(Sc2ncnc3onc(C)c23)cc1	99.4	95.9	-20.0	-9.0	-15.0	-13.0	97.0	5.6	1.7	23	-5.0
Cc1ccc(N=Cc2c(O)n(-c3nccs3)c(=O)c3ccccc23)cc1	99.2	104.2	16.0	15.0	10.0	11.0	97.3	73.4	41.3*	11	7.0
CCN(CC)S(=O)(=O)c1ccc(C(=O)Oc2coc(CSc3nc(C)cc(C)n3)cc2=O)cc1	92.3	98.3	2.0	-3.0	-1.0	1.0	95.8	-2.8	3.1	9	0.0
Cc1[nH]nc2c1C1(CCN(Cc3ccccc3)CC1)C(C#N)=C(N)O2	113.7	104.8	1.0	-4.0	0.0	1.0	100.7	-2.2	-0.3	24	-3.0
Cc1csc(NC(=O)CSc2ccc3nnc(-c4ccncc4)n3n2)n1	100.6	94.7	-4.0	0.0	4.0	0.0	101.1	5.4	-0.1	8	0.0
O=C(COc1ccccc1Br)Nc1ccccc1C(F)(F)F	96.8	96.5	-2.0	0.0	-1.0	0.0	97.6	3.7	0.3	25	3.0
COc1cccc(NC(=O)Cc2nnc(SCCOc3ccccc3)n2C)c1	100.4	98.7	-14.0	-1.0	-10.0	-8.0	98.8	5.8	0.9	31	-1.0
CCC(C)NC(=O)/C=C/c1ccc(S(=O)(=O)NCc2ccco2)cc1 (stereo not given)	100.4	98.5	0.0	-1.0	-2.0	0.0	99.9	1.3	-0.3	72	-3.0
Cc1c(NC(=O)C(C)N2C(=O)NC3(CCC(C)CC3)C2=O)c(=O)n(-c2ccccc2)n1C (stereo not given)	99.3	98.6	6.0	2.0	5.0	0.0	100.2	-0.5	0.4	10	2.0
Cc1ccc(S(=O)(=O)N2CCN(C(=O)CCC(=O)OCC(=O)Nc3cccc(C#N)c3)CC2)cc1	100.1	99.2	-13.0	-2.0	-9.0	-13.0	99.1	4.8	0.9	15	2.0
Cc1ccc(OCCCN2C(=O)C(=O)c3cc(C)ccc32)cc1	100.9	100.6	-4.0	-4.0	-3.0	-3.0	101.0	3.1	0.5	19	0.0
CC1C/C(=N\NC(=S)NC(C)C)CC(C)(C)C1 (stereo not given)	102.1	101.6	-15.0	-6.0	-6.0	-2.0	101.1	0.7	0.2	14	0.0

Part of the list above in order of formula weight, high to low.
SMILES	RGS8-Gao	RGS7-Gao reg	Bim-Bfl-1	Bim-Bcl-XL	Bcl-B Bim block	Bcl-2 Bim block	RGS4-Gao reg	ABCG2 block	ABCB1 inh	GSH bead fluor	Bcl-W Bim block
CCN(CC)S(=O)(=O)c1ccc(C(=O)Oc2coc(CSc3nc(C)cc(C)n3)cc2=O)cc1	92.3	98.3	2.0	-3.0	-1.0	1.0	95.8	-2.8	3.1	9	0.0
Cc1ccc(S(=O)(=O)N2CCN(C(=O)CCC(=O)OCC(=O)Nc3cccc(C#N)c3)CC2)cc1	100.1	99.2	-13.0	-2.0	-9.0	-13.0	99.1	4.8	0.9	15	2.0
CCCN(CCC)C(=O)Cn1c(=O)n(CCCCC(=O)NCc2ccco2)c(=O)c2ccccc21	92.1	82.5	1.0	3.0	1.0	0.0	88.3	3.1	1.3	41	0.0
Cc1c(NC(=O)C(C)N2C(=O)NC3(CCC(C)CC3)C2=O)c(=O)n(-c2ccccc2)n1C (stereo not given)	99.3	98.6	6.0	2.0	5.0	0.0	100.2	-0.5	0.4	10	2.0
O=C(COc1ccccc1Br)Nc1ccccc1C(F)(F)F	96.8	96.5	-2.0	0.0	-1.0	0.0	97.6	3.7	0.3	25	3.0
CCC(C)NC(=O)/C=C/c1ccc(S(=O)(=O)NCc2ccco2)cc1 (stereo not given)	100.4	98.5	0.0	-1.0	-2.0	0.0	99.9	1.3	-0.3	72	-3.0
Cc1[nH]nc2c1C1(CCN(Cc3ccccc3)CC1)C(C#N)=C(N)O2	113.7	104.8	1.0	-4.0	0.0	1.0	100.7	-2.2	-0.3	24	-3.0
CC(=O)Oc1c(-c2ccco2)oc2ccccc2c1=O	99.4	92.0	7.0	-2.0	1.0	1.0	97.7	17.6	-0.2	10	-4.0
CC1C/C(=N\NC(=S)NC(C)C)CC(C)(C)C1 (stereo not given)	102.1	101.6	-15.0	-6.0	-6.0	-2.0	101.1	0.7	0.2	14	0.0

Remaining list, next part:
SMILES	RGS8-Gao	RGS7-Gao reg	Bim-Bfl-1	Bim-Bcl-XL	Bcl-B Bim block	Bcl-2 Bim block	RGS4-Gao reg	ABCG2 block	ABCB1 inh	GSH bead fluor	Bcl-W Bim block
COCCOC(=O)C1=C(C)OC(N)=C(C#N)C1c1cc2cccc(C)c2nc1Cl (stereo not given)	100.4	98.3	-10.0	-2.0	-6.0	-7.0	97.6	1.1	0.7	17	-5.0
CC(C)NC(=O)CC(=O)N/N=C/c1ccc(Br)cc1	100.5	102.7	-4.0	5.0	-3.0	-4.0	101.1	-0.5	-0.3	6	9.0
C/C(=N\NC(=O)c1cccc([N+](=O)[O-])c1)c1ccncc1	87.7	83.1	-4.0	-1.0	-3.0	0.0	76.7	0.3	-0.3	15	-2.0
O=C(C1CCN(C2CC(=O)N(c3cccc(Cl)c3)C2=O)CC1)N1CCCC1 (stereo not given)	96.5	94.0	-14.0	-3.0	-5.0	-7.0	96.5	2.5	0.1	13	0.0
